# Assay outcomes: PubChem BioAssay, several laboratories
# eIF4E-4G inh: eIF4E–eIF4G protein interaction inhibitors, primary screen, biochemical, uHTS, TR-FRET, eIF4GI fragment | inhibition, % at 21.7 µM | Eukaryotic translation initiation factor 4E (Mus musculus) + Eukaryotic translation … | actives 0.37% (n = 220,000) | TR-FRET eIF4E-eIF4GI(517-606) binding, 2 h;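 active = inhibition above about 30%, limit read from the data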;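 note: 0% = full FRET control wells and 100% = background wells lacking eIF4GI fragment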
# NPY1 pot ag: NPY-Y1 receptor potentiators or agonists, primary screen, cell-based; NPY-Y1 expressing cells, potentiator/agonist activation; activation, % at 3.6 µM; Neuropeptide Y receptor type 1 (Homo sapiens), P25929; actives 0.37% (n = 220,000); in the data active = activation above about 33%, passing the limit was not always enough;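 note: cells stimulated with NPY at EC10 then isoproterenol at EC100; 0% = low agonist plus stimulus and 100% = saturating agonist plus stimulus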
# PGE2 EP2 inh: human EP2 receptor antagonists, primary screen, TR-FRET cAMP, C6 glioma cells; C6 glioma cells expressing human EP2; cells stimulated with saturating PGE2; inhibition, % at 25 µM; actives 0.52% (n = 260,000); AID 1422, 2008;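 active = percent inhibition above 40 after rounding to a whole number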;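 note: rat C6 glioma host cells with rolipram phosphodiesterase inhibitor present; the protocol text gives 20 µM as final concentration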
# Target sequence (P43116 whole entry, looked up): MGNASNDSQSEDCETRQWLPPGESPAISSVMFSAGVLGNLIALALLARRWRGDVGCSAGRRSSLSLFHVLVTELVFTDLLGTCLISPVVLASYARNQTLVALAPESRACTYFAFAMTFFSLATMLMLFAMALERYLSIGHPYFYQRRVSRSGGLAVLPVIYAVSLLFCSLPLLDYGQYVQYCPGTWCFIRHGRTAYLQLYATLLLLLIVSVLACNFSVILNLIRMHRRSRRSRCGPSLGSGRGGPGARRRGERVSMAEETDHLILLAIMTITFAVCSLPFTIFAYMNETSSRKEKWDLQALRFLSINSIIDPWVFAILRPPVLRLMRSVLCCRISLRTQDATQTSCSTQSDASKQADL
# p97 ATPase inh: inhibitors of human p97 ATPase, primary screen, biochemical. Transitional endoplasmic reticulum ATPase (Homo sapiens), P55072. recombinant p97 ATPase, Kinase-Glo ATP luminescence, 3 h. inhibition, % at 8 µM. actives 0.42% (n = 220,000); in the data active = inhibition above about 15%;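 note: 0% = DMSO vehicle and 100% = wells lacking enzyme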
# S1P4 ag: S1P4 receptor agonists, primary screen, cell-based | S1P4-expressing cell line, agonist reporter assay | activation, % at 4.98 µM | actives 0.35% (n = 220,000); in the data active = activation above about 11%;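 note: 0% = DMSO vehicle and 100% = reference agonist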
# S1P4 antag: S1P4 receptor antagonists, primary screen, cell-based | Sphingosine 1-phosphate receptor 4 (Homo sapiens), O95977 | S1P4-expressing cells, antagonist mode, reporter read-out | inhibition, % at 4.98 µM | actives 0.26% (n = 220,000); in the data active = inhibition above about 29%;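 note: 0% = wells stimulated with agonist and 100% = vehicle wells without agonist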
# NPY2 pot ag: NPY-Y2 potentiators or agonists, primary screen, cell-based | actives 0.45% (n = 220,000) | cells expressing NPY-Y2, potentiator/agonist read-out | activation, % at 3.6 µM; in the data active = activation above about 27%;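 note: cells stimulated with NPY near EC25 plus isoproterenol at EC100; 0% = vehicle plus submaximal agonist and 100% = vehicle plus saturating agonist; some results beyond the cut were filed as inactive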
# Target sequence (P49146 whole entry, looked up): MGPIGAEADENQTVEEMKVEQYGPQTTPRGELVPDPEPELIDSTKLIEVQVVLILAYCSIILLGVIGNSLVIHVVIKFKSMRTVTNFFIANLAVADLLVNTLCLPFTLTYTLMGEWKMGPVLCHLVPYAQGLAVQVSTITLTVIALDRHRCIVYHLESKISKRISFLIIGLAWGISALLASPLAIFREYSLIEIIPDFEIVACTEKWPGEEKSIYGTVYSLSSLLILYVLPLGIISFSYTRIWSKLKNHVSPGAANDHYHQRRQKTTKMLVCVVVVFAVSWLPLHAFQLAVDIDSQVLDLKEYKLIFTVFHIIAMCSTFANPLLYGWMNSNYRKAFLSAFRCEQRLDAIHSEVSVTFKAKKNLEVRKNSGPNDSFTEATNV
# NPY-Y1 antag: NPY-Y1 receptor antagonists, primary screen, cell-based; Neuropeptide Y receptor type 1 (Homo sapiens), P25929; AID 1040, 2008; HEK293-CNG Y1 cells, membrane potential fluorescence; NPY at EC95, then isoproterenol; actives 1% (n = 200,000); inhibition, % at 3.6 µM;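 active = inhibition above the campaign mean inhibition of all tested compounds plus 3 SD, cut at about 20% in these data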;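 note: 0% = DMSO wells given NPY plus isoproterenol and 100% = isoproterenol alone without NPY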
#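 Material: HEK293 Y1/CNG channel cell line | Also added: NPY (25 nM), isoproterenol (1 µM), Ro 20-1724 (25 µM) | Compound: One concentration, 3.6 µM, in 0.4% DMSO | Schedule: 3 h dye uptake, 1 h room-temperature compound, 45 min post-isoproterenol | Signal: Membrane-potential fluorescent dye readout | Read-out: % inhibition of NPY effect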
# EP2 mod: EP2 receptor modulators, cAMP readout, primary screen, cell-based, HTRF cAMP, PGE2 stimulation; actives 0.83% (n = 260,000); induction, % at 25 µM; EP2-expressing cells, cAMP HTRF FRET, PGE2 co-stimulation; Prostaglandin E2 receptor EP2 subtype (Homo sapiens), P43116;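 active = compounds whose cAMP rise, as percent of the full-agonist control response, exceeds 60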;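 note: rat C6 glioma line stably carrying human EP2 under a CMV promoter; the protocol text gives 20 µM as final concentration; 100% = response of wells given 1 µM PGE2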
# The depositor's hits bear a star; . = not tested or not shown; & = joins results of further samples; [ ] = dose if it differs, or a comment.
Structure	eIF4E-4G inh	S1P4 ag	PGE2 EP2 inh	NPY1 pot ag	S1P4 antag	NPY-Y1 antag	p97 ATPase inh	NPY2 pot ag	EP2 mod
Cc1ccc(-n2c(O)c(C=NC3CCCC3)c(=O)[nH]c2=O)c(C)c1	-9	-1.1	8	9	-12	0	-4	-10	22
CCOC(=O)C1=C(C)OC(N)=C(C#N)C12C(=O)N(C)c1ccccc12 (configuration not stated)	-7	0.5	8	5	-20	-4	6	11	46
CCc1ccccc1N1C(=O)/C(=C/c2ccc(N3CCN(C)CC3)o2)C(=O)NC1=S	1	0.6	11	13	9	-7	3	4	17
COc1cccc(-c2nc(CS(=O)CC(=O)N3CCC4(CC3)OCCO4)c(C)o2)c1 (configuration not stated)	3	1.5	.	-17	-10	0	1	8	2
CCCC[N+]12CCC(CC1)C(C(O)(c1ccccc1)c1ccccc1)C2 (configuration not stated)	0	-1.6	10	16	5	.	5	-20	9
c1cc2c(cc1CCNC1C3CC4CC(C3)CC1C4)OCO2 (configuration not stated)	-1	2.1	11	10	2	0	5	7	14
Cc1nc2c(-c3ccc(F)cc3)c(C)nn2c(C)c1CCC(=O)N1CCC2(CC1)OCCO2	1[fluorescence artefact?]	-1.5	4	-40	-5	15	-4	-13	28
N#Cc1cc(F)c(N2CCNCC2)cc1Cl	-18	0.9	8&16	-18	-5	2	0	-13	-69&4
CC(O)(CS(=O)(=O)c1cccc(C(F)(F)F)c1)C(=O)Nc1cccc(C(F)(F)F)c1 (configuration not stated)	1	-2.0	4	14	-14	-4	-1	13	-29
C[N+]1(C)CCN(c2ccccc2)CC1	3	2.1	11&11	5	-19	-5	3	8	20&17
C=Cn1ccnc1P(=S)(c1ccc(N(C)C)cc1)c1nccn1C=C	-3	0.7	14	16	-9	-1	2	-12	-1
CN1C(=O)N(C)C(=O)C2(Cc3cc(N)ccc3N3CCN(c4ccccc4F)CC32)C1=O (configuration not stated)	10[fluorescence artefact?]	0.7	3	-5	-16	1	8	10	-2
COc1ccccc1N(CC(=O)NC1CCCCC1)C(=O)c1cnn(C(C)C)c1	-4	-1.5	7	-4	-14	5	-7	1	23
c1csc(CN2CCNCC2)c1	-4	0.8	8	0	-35	3	0	-6	0
Cc1ccc(Cl)cc1N1CCN(CCN)CC1	-1	0.1	9	-6	-10	9	1	-3	12
CCCCCn1c(NC(=O)c2ccco2)c(C(=O)OCC)c2nc3ccccc3nc21	4	0.4	12	-20	20	5	1	-18	12
CN1C2CCC1CC(OC(=O)CCN1CCCC1)C2 (configuration not stated)	4	1.9	-1	-10	-30	4	-2	-17	5
Cc1cccc(NP(C)(=O)c2nc3c(s2)CCCC3)c1 (configuration not stated)	6	2.8	5	-19	13	-2	6	9	32
O=C(Nc1cccc(OC(=O)N2CCOCC2)c1)N1CCOCC1	3	-1.3	9	0	6	1	8	0	31
CCN(CC)P(=S)(c1c(C)nc2ccccn12)c1c(C)nc2ccccn12	1	4.6	15	-2	1	-2	1	-11	12
CCC(C)c1ccc(N2C(=O)NC(=O)/C(=C/c3cccn3CCOc3ccc(C)cc3)C2=O)cc1 (configuration not stated)	7	0.7	10	0	-13	2	3	-4	16
C/C(=N\NC(N)=O)c1c(O)n(C)c(=O)n(C)c1=O	1	0.3	7	5	-5	-3	4	6	32
CCN(CC)c1ccc(/C=C2/C(=O)NC(=O)N(CC3CCCO3)C2=O)cc1 (configuration not stated)	3[fluorescence artefact?]	-0.8	28	-3	-10	-3	5	-2	-27
O=C(C(=O)N1CCOCC1)c1cn(Cc2ccccc2)c2ccccc12	3	0.9	11	7	-8	4	0	-9	23
Cn1c(=O)c2c(nc(N/N=C/c3c(O)n(C4CCCCC4)c(=S)[nH]c3=O)n2C)n(C)c1=O	1	1.5	11	24	-57	.	4	-12	30
CCCCc1ncc(CN2CCCC(C(=O)c3ccc(SC)cc3)C2)[nH]1 (configuration not stated)	0	1.1	3	-19	-4	3	-2	-22	-56
CN1CCN(Cc2ccc(N)cc2)CC1	4	-1.2	12&7	0	-2	4	0	-6	-25&7
COCCOC(=O)C1=C(C)OC(N)=C(C(=O)OC)C12C(=O)Nc1ccccc12 (configuration not stated)	2	1.7	2	1	-3	1	-3	12	39
COc1ccccc1C1=NCc2nnc(C)n2-c2ccc(Cl)cc21	-1	-0.8	7	5	-16	-2	1	-4	9
COc1ccc(CCn2c(O)c(/C=N/N3CCCCC3)c(=O)[nH]c2=O)cc1OC	2	-0.4	3	5	1	-1	0	0	15
COCCn1c(-c2ccccc2)cc(C(=O)O)c1C	.	1.6	11	-19	-10	2	2	1	.
C=Cn1ccnc1P(=S)(c1cc(N(CC)CC)ns1)c1nccn1C=C	-8	-0.3	7	28	3	1	-1	10	-8
O=C(c1c[nH]c2ccc(S(=O)(=O)N3CCOCC3)cc2c1=O)N1CCC2(CC1)OCCO2	3	-1.5	5	7	-1	1	-2	3	-2
C/C=C/CC1(CC)C(=O)NC(=S)NC1=O	8	0.0	11	11	-41	.	7	5	20
O=C(Cc1ccccc1)OCCNC(=O)c1cccnc1	-4	-4.1	15	1	-20	13	2	-5	25
COc1cc(OC)c2c(c1)OCC1CON(C)C21 (configuration not stated)	1	-1.8	5	-16	1	-1	-1	-19	5
CC1(C)CC(=O)C=C(NCCN2CCN(C(=O)Cc3ccc(Cl)cc3)CC2)C1	0	-0.2	11	13	-1	-3	2	4	3
COc1ccc(C(=O)N/N=C/C23CC[C@@H](O)CC2(O)CC[C@@H]2[C@@H]3CCC3(C)C(C4=CC(=O)OC4)CCC23O)cc1 (some centres not stated)	0	0.7	10	-32	2	.	7	-26	14
OCCN(CC#CC(O)(c1ccccc1)C1CCCC1)CCO (configuration not stated)	0	1.4	-1	-7	-10	-1	-7	-8	19
NC(=O)CSc1nnc([C@@H](N)Cc2c[nH]c3ccccc23)o1	-5	1.7	7	-9	-11	1	-4	-14	-10
Cc1cc(N2C(=O)C3CCCN3C2c2ccc(Cl)c(Cl)c2)no1 (configuration not stated)	2[fluorescence artefact?]	-1.6	1	-2	-7	1	-5	-8	20
COc1ccccc1N1CCN(C(CNC(=O)Oc2ccccc2)c2cccnc2)CC1 (configuration not stated)	-2	1.9	0	0	-17	2	2	-4	-3
O=P(Nc1cccc(Cl)c1)(Oc1ccccc1)Oc1ccccc1	1	-1.5	4	15	9	-1	-6	11	44
Cc1ccc2c(c1)=C/C(=C\c1c(O)[nH]c(=S)[nH]c1=O)C(=O)N=2	6[fluorescence artefact?]	-1.3	6	-2	-18	2	6	12	10
COCCNP(=O)(c1ccccc1)c1nc2ccccc2s1 (configuration not stated)	-5[fluorescence artefact?]	4.5	.	-5	-23	-4	4	-3	7
CC(C)c1ccc(N2C(=O)NC(=O)/C(=C/C=C/c3ccco3)C2=O)cc1	4	-0.4	59*	-4	-2	-4	16*	17	-6
CC(=O)Nc1ccccc1C(=O)OCC(=O)c1ccc2c(c1)OCCO2	-5	-2.4	10	6	-24	-4	-1	10	-12
COc1ccc(Cc2c(O)[nH]c(=O)[nH]c2=O)c(OC)c1	-3	1.4	5	3	9	.	6	-3	26
CC[n+]1c(/C=C/N(C)c2ccccc2)sc2ccc(Cl)cc21	-7	0.5	5	4	-18	5	-1	-13	-27
COc1cccc(-n2c(O)c(C=NCCN3CCOCC3)c(=O)[nH]c2=O)c1	-2[fluorescence artefact?]	2.0	18	6	3	-1	7	20	-4

# Remaining list, next part
Structure	eIF4E-4G inh	S1P4 ag	PGE2 EP2 inh	NPY1 pot ag	S1P4 antag	NPY-Y1 antag	p97 ATPase inh	NPY2 pot ag	EP2 mod
Cc1ccccc1-n1c(/C=C/c2ccccn2)nc2ccccc2c1=O	-8	-0.2	2	0	7	.	4	-32	4
Cn1nc(N)c2c1N=P(N1CCOCC1)(N1CCOCC1)N=C2c1ccccc1	3	0.7	-1	-7	1	9	-1	-21	24
CCn1c(O)c(C=Nc2ccc(N3CCOCC3)c(Br)c2)c(=O)n(CC)c1=S	4	-1.0	.	1	3	0	5	-4	2
C=CCn1c(O)c(/C=N/N2CCCCC2)c(=O)[nH]c1=O	-9	-0.9	8	5	1	.	5	-1	-40
CCCc1nc2ccccc2c(=O)n1-c1ccc(O)cc1	-2	0.0	5	-4	-3	2	0	8	4
Cc1ccccc1CN1CCNCC1	-2	0.2	7	4	4	1	0	-8	18
CCC(C)C12CN3CCN(CC(C)(C3)C1=O)C2 (configuration not stated)	-4[fluorescence artefact?]	-0.8	14	-14	3	0	1	-8	-3
CCCCn1c(=O)c(C=Nc2cc([N+](=O)[O-])ccc2OC)c(O)n(CCCCl)c1=O	-2[fluorescence artefact?]	0.8	17	-4	4	-2	1	2	37
CCCN1CC(C)C(OC(C)=O)(c2ccccc2)CC1C (configuration not stated)	3	0.8	11	4	-5	2	0	11	28
O=c1c2ccccc2nc(/C=C/c2ccc3c(c2)OCO3)n1-c1ccccc1	-4	-1.9	8	-50	2	20	3	-14	24
CCC(=NCCCN1CCOCC1)c1c(O)n(Cc2ccccc2)c(=O)[nH]c1=O	5	2.5	7	8	-20	4	-2	-9	6
CCCCNc1ccncc1S(=O)(=O)NC(=O)NC(C)C	4[fluorescence artefact?]	0.9	5	4	-9	6	2	-2	28
C=Cn1ccnc1P(=S)(c1nccn1C=C)C1CCCCC1	0	1.0	1	0	1	3	1	16	22
COc1cc2c(cc1C=O)OCO2	3	-1.1	12	-1	4	-5	3	4	8
Cc1cc(NC(=O)CCl)no1	-2	1.6	13	-3	-1	2	1	6	7
Cc1cc(N2C(=O)C3CCCN3C2c2ccccc2)no1 (configuration not stated)	-1	0.2	6	-17	2	-9	0	-11	22
Cc1ccc2[nH]c(=S)n(-c3cccnc3)c(=O)c2c1	3	1.4	6	1	-3	.	4	-5	6
Cc1ccc(-c2nc3ccccc3c(=O)n2-n2cccc2)cc1	6	1.7	10	-27	17	5	-8	-14	40
Cc1ccc(N2C(=O)NC(=O)C(CCc3ccncc3)(Cc3cccc(Cl)c3Cl)C2=O)cc1 (configuration not stated)	-7	3.3	4	-2	-23	1	1	2	28
CN1CC(C(=O)c2ccccc2)C(C(=O)c2ccccc2)C1 (configuration not stated)	2	-1.3	10	-25	-9	-1	0	-7	-5
O=C(c1ccc(C(F)(F)F)cc1)C1CCCN(Cc2ccncc2)C1 (configuration not stated)	0	1.9	10	2	-9	0	4	15	-61
COc1ccc(CN2CCN(c3ccccc3F)CC2)c(OC)c1	-4	-2.6	.	-11	-4	2	3	-2	-13
CCOc1ccc(N=Cc2c(O)n(Cc3ccccc3)c(=S)[nH]c2=O)cc1	6	-0.7	10	4	5	.	7	-3	21
Cc1cccc(CN(C)C)c1OC(=O)N(C)C	-3	0.6	14	-12	-5	-1	-3	15	-8

# These rows are one share of the data; the hit share may differ from the screen's.
